Screening data as filed in PubChem BioAssay.
MEKK2 WT-MEK5 = raises or lowers MEK5 binding to wildtype human MEKK2 PB1 domain | binding response (% of control), % at 10 µM | 1.1% of 290,000 active | bead flow cytometry, Alexa488-MEK5 binding to MEKK2 WT; actives lie on both sides; in the data active = binding response below about 67% or above about 130%
GalR3 antag = antagonists of human GalR3; O60755; HEK293 GalR3-CNG cAMP membrane potential fluorescence; galR3 body fused to GalR1 C-terminus; inhibition, % at 3 µM; 0.44% of 360,000 active;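 active = inhibition above the screen-wide average plus 3 SD, cut at about 13% in these data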;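 also: forskolin and galanin both at EC90 stimulate the cells; cAMP rise reported by CNG channel membrane potential dye signal; 0% = forskolin plus galanin with DMSO and 100% = forskolin alone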
Target sequence (O60755 1-299 limits assumed): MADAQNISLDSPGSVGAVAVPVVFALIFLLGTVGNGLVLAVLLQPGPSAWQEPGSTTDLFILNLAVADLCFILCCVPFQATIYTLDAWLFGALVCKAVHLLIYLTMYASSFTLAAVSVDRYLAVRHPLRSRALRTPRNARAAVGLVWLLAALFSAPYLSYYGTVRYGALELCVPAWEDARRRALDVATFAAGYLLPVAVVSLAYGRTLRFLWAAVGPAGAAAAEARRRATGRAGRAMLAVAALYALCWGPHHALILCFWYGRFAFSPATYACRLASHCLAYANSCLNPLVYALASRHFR
OXTR agonist = human OXTR agonism | 0.32% of 320,000 active | AID 2435 | CHO-OTR cells, Fluo-8 calcium fluorescence; normalized: DMSO 0%, oxytocin 100% | activation, % at 3 µM | P30559;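 active = activation above the mean of all tested compounds plus 3 SD, cutoff set per screening run, cut at about 20% in these data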;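 also: peak over basal fluorescence ratio from a 100 s FLIPR kinetic read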
Target sequence (P30559 whole entry, looked up): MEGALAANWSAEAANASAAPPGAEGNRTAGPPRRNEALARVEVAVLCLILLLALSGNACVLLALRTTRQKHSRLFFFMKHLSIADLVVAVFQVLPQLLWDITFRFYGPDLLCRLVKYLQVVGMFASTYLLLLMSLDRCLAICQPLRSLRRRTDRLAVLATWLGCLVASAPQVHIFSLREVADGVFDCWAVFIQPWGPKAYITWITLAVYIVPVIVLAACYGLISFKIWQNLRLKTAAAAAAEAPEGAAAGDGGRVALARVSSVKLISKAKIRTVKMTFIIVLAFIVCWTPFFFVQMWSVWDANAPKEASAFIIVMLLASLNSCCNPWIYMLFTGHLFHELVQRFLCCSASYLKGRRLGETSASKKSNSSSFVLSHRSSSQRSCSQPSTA
GPR7 antag = human neuropeptides B/W receptor 1 antagonism. P48145. GPR7-expressing cells, fluorescence antagonist assay. inhibition, % at 4.4 µM. 1.1% of 290,000 active; in the data active = inhibition above about 16%, passing the limit was not always enough;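 also: cells stimulated with the agonist NPW; 0% = agonist with vehicle and 100% = vehicle without agonist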
PfM18AAP inh = blocks P. falciparum M18 aspartyl aminopeptidase; recombinant PfM18AAP, H-Glu-NHMec fluorogenic cleavage; inhibition, % at 7.35 µM; 1.2% of 290,000 active; AID 1822;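 active = inhibition above the campaign mean inhibition over all tested compounds plus 3 SD, cut at about 28% in these data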;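 also: 0% = plate median of test compound wells and 100% = 2 mM ZnCl2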
OXTR potentiate = human OXTR potentiation; CHO-OTR cells, Fluo-8 calcium fluorescence, potentiator mode; 0% = oxytocin EC15, 100% = EC100; activation, % at 3 µM; 0.061% of 320,000 active; AID 2445;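 active = activation above that plate's cutoff, the mean activation of tested compounds plus 3 SD, cut at about 6.6% in these data, passing the limit was not always enough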;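 also: 100% uses oxytocin at 75 nM as the full agonist control; some results filed as inactive read as strong as hits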
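Material: CHO-OTR cells, human receptor; compound dosing: single dose, 3.0 µM nominal final compound concentration; schedule: 6 min compound pre-incubation at room temperature, 100 s kinetic read; measured by: kinetic Fluo-8 calcium fluorescence; read-out basis: % activation vs EC15 and EC100 oxytocin; controls: EC15 oxytocin alone as 0%, 75 nM oxytocin as 100%; replicates: singlicate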
NALP1 yeast inh = NALP1 inhibition | S. cerevisiae NALP1/ASC/caspase-1 growth, X-gal OD620, 72 h | 0.61% of 280,000 active | inhibition, % at 10 µM; in the data active = inhibition mostly above about 24%, no sharp cut-off; inactive = mostly below about 32%; also: some compounds called inactive have numbers as strong as hits
MEKK2 mut-MEK5 = signal of MEK5 binding to mutant human MEKK2 PB1 domain. bead flow cytometry, Alexa488-MEK5 binding to MEKK2 mutant. percent response, % at 10 µM. 0.35% of 290,000 active; in the data active = percent response above about 24%, passing the limit was not always enough; also: inactives centre near 1; some results filed as inactive read as strong as hits
V1aR counter = activates human V1a receptor in oxytocin agonist counter-screen | P37288 | CHO-V1R cells, Fluo-8 calcium fluorescence, agonist mode; 0% DMSO, 100% 3 nM vasopressin | activation, % at 3 µM | 0.25% of 320,000 active;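 active = activation above the mean activation of all tested compounds plus 3 SD, per screening run, cut at about 20% in these data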;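 also: signal is peak over basal fluorescence ratio across a 100 second FLIPR read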
Target sequence (P37288 whole entry, looked up): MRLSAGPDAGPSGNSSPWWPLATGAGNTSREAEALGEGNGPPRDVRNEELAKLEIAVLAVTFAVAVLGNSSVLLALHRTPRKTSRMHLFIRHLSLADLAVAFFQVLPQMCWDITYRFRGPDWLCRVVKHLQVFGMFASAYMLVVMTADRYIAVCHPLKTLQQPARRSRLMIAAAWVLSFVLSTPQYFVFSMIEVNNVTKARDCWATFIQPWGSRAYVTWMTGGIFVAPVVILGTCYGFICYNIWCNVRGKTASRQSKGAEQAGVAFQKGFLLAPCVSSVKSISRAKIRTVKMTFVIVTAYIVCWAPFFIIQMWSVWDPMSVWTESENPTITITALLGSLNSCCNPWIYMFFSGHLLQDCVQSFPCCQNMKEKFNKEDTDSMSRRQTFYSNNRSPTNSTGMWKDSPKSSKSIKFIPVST
Starred values were filed as active, the others as inactive; / = no result given.

SMILES | MEKK2 WT-MEK5 | GalR3 antag | OXTR agonist | GPR7 antag | PfM18AAP inh | OXTR potentiate | NALP1 yeast inh | MEKK2 mut-MEK5 | V1aR counter
CCC(C)NCCOCCSc1ccc(Cl)cc1 (stereo unspecified) | 100.0 | -1.3 | 1.7 | 3.0 | -28.6 | -12.3 | 34.6 | 0.0 | -0.6
Cc1cccc(-c2noc(CCCC(=O)NC3CCCC3)n2)c1 | 98.0 | -8.6 | 5.6 | -9.0 | -6.5 | -13.9 | -2.8 | -1.0 | 9.5
COc1ccc(C(=O)C2CCCN(S(=O)(=O)C(C)C)C2)c(C)c1 (stereo unspecified) | 78.0 | 1.6 | -0.1 | -0.5 | -2.6 | -1.9 | 13.5 | -10.0 | 0.1
CCOC(=O)[C@H]1[C@H]2COc3ccc(C)cc3[C@@H]2N2C(=O)CN(Cc3ccc(OC)cc3)C(=O)[C@@]12C | / | -6.7 | -0.4 | / | / | -3.8 | / | / | -0.1
N#CCCN(C(=O)COC(=O)c1ccc(CNS(=O)(=O)c2ccc(F)c(Cl)c2)cc1)c1ccc(F)cc1 | 95.0 | -5.7 | 12.4 | -0.6 | 3.7 | -10.1 | -5.9 | -4.0 | 8.4
CN(CC(=O)N1CCN(c2ccccn2)CC1)S(=O)(=O)c1ccccc1 | 112.0 | -0.2 | -0.5 | -2.1 | 6.1 | -5.8 | 24.5 | 14.0 | 0.7
Cc1cc(O)c2c(c1)C(=O)c1cc(O)cc(O)c1C2=O | 104.0 | -1.7 | 12.8 | / | / | -9.5 | / | 4.0 | 8.5
COc1ccccc1NS(=O)(=O)c1cc(NC(=O)C(C)(C)C)ccc1N1CCOCC1 | / | -3.2 | -0.2 | / | / | -0.3 | / | / | 1.7
O=C1CC(O)(C(F)(F)F)Oc2c1ccc1ccccc21 (stereo unspecified) | 106.0 | -2.2 | 17.1 | 3.2 | 0.6 | -15.1 | 8.6 | 8.0 | 4.3
CC(C)CNC(=S)N1CCC(c2nc(-c3ccc(F)cc3)no2)CC1 | 91.0 | -1.9 | 12.9 | -0.7 | -0.6 | -9.3 | 24.5 | -8.0 | 10.6
Cc1ccc(C(=O)CC2(O)C(=O)N(Cc3ccc4c(c3)OCO4)c3ccccc32)cc1 (stereo unspecified) | 95.0 | 0.6 | -0.8 | -12.5 | 1.1 | -12.5 | -0.2 | 2.0 | 0.8
NC(=O)c1nsc(C(=O)N(c2ccccc2)C(C(=O)NC2CCCC2)c2ccncc2)c1N (stereo unspecified) | 97.0 | -7.8 | -1.3 | -10.1 | -0.7 | -5.1 | 5.9 | 1.0 | -0.7
Cc1ccc(C)c(OC(=O)c2cccc(S(=O)(=O)N3CCN(C)CC3)c2)c1 | 110.0 | -4.3 | 1.2 | 10.3 | -2.2 | -8.1 | 11.7 | 5.0 | 4.6
CCc1ccc(N2CC(C(=O)NCCC3=CCCCC3)CC2=O)cc1 (stereo unspecified) | 97.0 | -2.2 | -1.6 | -5.2 | -0.3 | -1.4 | 5.7 | 3.0 | -1.8
CCn1c(=S)[nH]c2cc(C(=O)OC)ccc2c1=O | 95.0 | -6.5 | 2.8 | -6.2 | 6.7 | -11.4 | -5.2 | -4.0 | 0.1
COc1cccc(CNC(=O)CCS(=O)(=O)c2cccc3nonc23)c1 | 111.0 | -2.3 | -0.6 | -10.0 | -6.4 | -9.5 | 11.8 | 3.0 | 0.2
CN(C)CCCNC(=O)/C=C/c1ccc2c(c1)OCO2 | 105.0 | 1.2 | 0.7 | -11.0 | -0.5 | 3.5 | 21.9 | -1.0 | 0.9
COc1cc(C(C)=O)ccc1OCC(=O)NCC(c1ccc(F)cc1)N1CCOCC1 (stereo unspecified) | / | -6.2 | 1.1 | / | / | 0.8 | / | / | 0.1
CCOC(=O)C1=C(N)Oc2c(oc(CO)cc2=O)C1c1ccc(F)cc1 (stereo unspecified) | 107.0 | 8.8 | 0.0 | -5.6 | 0.7 | -3.4 | -4.5 | 11.0 | 0.9
CC(C)OP(=O)(c1ccc(N(C)C)cc1)C(O)c1ccc(C(C)C)cc1 (stereo unspecified) | 109.0 | -9.5 | 1.3 | 9.0 | 7.1 | -4.7 | -2.4 | 3.0 | -0.2
O=C(Nc1ccccc1C(=O)NCc1cccnc1)c1ccccc1Cl | 99.0 | 2.9 | 0.2 | -11.8 | 0.5 | -1.4 | -10.4 | -2.0 | -0.4
CN(C)C1=NCCN1CCCC1CCCC1 | / | -4.5 | 1.5 | / | / | -2.3 | / | / | 0.3
CCN1CCCC1CNC(=O)c1cc2c(C)nc3ccccc3c2o1 (stereo unspecified) | 114.0 | -3.2 | 1.1 | -5.5 | 2.2 | -4.3 | 10.7 | 10.0 | -0.2
O=C(c1ccco1)N1CCN(C(c2ccc(Cl)cc2)c2nnnn2CC2CCCO2)CC1 (stereo unspecified) | 109.0 | -3.0 | 3.1 | 5.8 | -2.0 | -7.8 | 20.4 | 17.0 | 1.3
COc1ccccc1N1CC(C(=O)Nc2ccc(S(=O)(=O)N3CCOCC3)cc2)CC1=O (stereo unspecified) | 101.0 | -3.1 | 0.2 | -11.6 | 5.4 | -0.6 | 3.3 | 0.0 | 0.1

Sorted by length of the SMILES (lowest first): some entries from above.
SMILES | MEKK2 WT-MEK5 | GalR3 antag | OXTR agonist | GPR7 antag | PfM18AAP inh | OXTR potentiate | NALP1 yeast inh | MEKK2 mut-MEK5 | V1aR counter
CCC(C)NCCOCCSc1ccc(Cl)cc1 (stereo unspecified) | 100.0 | -1.3 | 1.7 | 3.0 | -28.6 | -12.3 | 34.6 | 0.0 | -0.6
Cc1cc(O)c2c(c1)C(=O)c1cc(O)cc(O)c1C2=O | 104.0 | -1.7 | 12.8 | / | / | -9.5 | / | 4.0 | 8.5
O=C(Nc1ccccc1C(=O)NCc1cccnc1)c1ccccc1Cl | 99.0 | 2.9 | 0.2 | -11.8 | 0.5 | -1.4 | -10.4 | -2.0 | -0.4
NC(=O)c1nsc(C(=O)N(c2ccccc2)C(C(=O)NC2CCCC2)c2ccncc2)c1N (stereo unspecified) | 97.0 | -7.8 | -1.3 | -10.1 | -0.7 | -5.1 | 5.9 | 1.0 | -0.7
CCOC(=O)[C@H]1[C@H]2COc3ccc(C)cc3[C@@H]2N2C(=O)CN(Cc3ccc(OC)cc3)C(=O)[C@@]12C | / | -6.7 | -0.4 | / | / | -3.8 | / | / | -0.1

Later entries.
SMILES | MEKK2 WT-MEK5 | GalR3 antag | OXTR agonist | GPR7 antag | PfM18AAP inh | OXTR potentiate | NALP1 yeast inh | MEKK2 mut-MEK5 | V1aR counter
CCCc1nc2c(=O)n(C)c(=O)[nH]c2n1C | / | -0.2 | 0.4 | -9.4 | 2.4 | -0.6 | -8.3 | / | 0.2
O=C(OCC(=O)N1CCOCC1)c1ccccc1OCc1ccccc1Cl | / | -4.3 | -1.8 | / | / | 7.3 | / | / | -0.6
O=C(COc1ccccc1Cl)Nc1nnc(S(=O)(=O)N2CCCCCC2)s1 | 100.0 | -0.2 | 0.9 | -2.7 | 6.3 | -5.9 | 37.3 | 3.0 | 0.0
COc1ccc(Cl)cc1C(=O)NCC(C)C | 111.0 | -3.3 | -2.0 | -4.5 | -1.0 | -6.9 | 14.3 | 3.0 | -0.8
COC(=O)N/N=C/c1ccc(-c2cccc(Cl)c2)o1 | 101.0 | 0.7 | -1.0 | 0.1 | 9.8 | -1.6 | 47.4 | -2.0 | 1.8
CCOC(=O)[C@@H]1[C@H]2COc3ccc(Br)cc3[C@@H]2N2C(=O)N(c3ccccc3)C(=O)[C@@]12C | 104.0 | -1.1 | -0.3 | 11.0 | 6.0 | -15.1 | 7.0 | -1.0 | -0.2
Cc1ccccc1CS(=O)(=O)c1cn(CC(=O)N2CCC(C)CC2)c2ccccc12 | 97.0 | -3.5 | 0.3 | -4.0 | 0.5 | -7.8 | 9.2 | 10.0 | 7.1
CC(NC(N)=O)C12CC3CC(CC(C3)C1)C2 (stereo unspecified) | 99.0 | 4.2 | 1.6 | -3.1 | -5.5 | -4.2 | 4.8 | 2.0 | 0.3
O=C(CNC(=O)c1cccc([N+](=O)[O-])c1)NC1CCCc2ccccc21 (stereo unspecified) | / | -0.1 | 0.5 | / | / | -0.2 | / | / | 2.0
CCN1C(=O)[C@@H]2[C@@H](c3ccc(SC4CCCCC4)c(OC)c3)N3CCCC[C@@]3(C(=O)OC)[C@@H]2C1=O | / | -7.6 | 0.8 | / | / | -5.0 | / | / | 1.5
COc1ccc(S(=O)(=O)N2CCN(CC(=O)NC3CCCC3)CC2)cc1 | 103.0 | -8.1 | -0.1 | -6.3 | -0.5 | -8.2 | 8.1 | 2.0 | -0.3
COc1cccc(-c2[nH]nc3c2C(c2ccc(C)o2)C(C#N)=C(N)O3)c1 (stereo unspecified) | 96.0 | 0.0 | 0.5 | -12.0 | 0.3 | 0.8 | 10.4 | 0.0 | 0.5
Cc1nnc(SCC(=O)NC(C)(C)C)n1CCc1ccccc1 | 98.0 | 4.3 | -0.9 | 6.9 | -5.4 | -3.3 | -4.8 | 3.0 | -0.9
Cc1[nH]c2ccccc2c1-c1nc(-c2ccc(Cl)cc2)nnc1-c1ccccc1 | 100.0 | / | -0.2 | -7.0 | -10.3 | -6.0 | 16.5 | -1.0 | 0.6
CCOC(=O)c1cnn(-c2ccccc2)c1NC(=O)CCl | 95.0 | -1.2 | 0.1 | -0.2 | -2.6 | 3.7 | 3.8 | -2.0 | 0.9
Cn1cc(S(=O)(=O)CC(=O)Nc2ccc3c(c2)OCCO3)c2ccccc21 | 101.0 | -3.0 | -0.9 | -10.5 | -4.4 | -3.5 | 3.1 | 3.0 | -0.7
C#CC(CC)(CC)NC(=O)c1c(C)noc1C | 106.0 | -6.5 | 1.2 | -4.2 | -5.6 | 3.3 | 5.8 | 4.0 | 0.1
CCOC(=O)c1ccc(NC(=S)NCCCN2CCCCC2)cc1 | 105.0 | -9.1 | 1.8 | -6.7 | 1.5 | -3.4 | -23.3 | 0.0 | 0.3
CC(C)NC(=S)Nc1ccc(Oc2ccccc2)cc1 | 107.0 | 0.8 | 4.5 | -10.9 | -3.0 | -18.6 | 10.9 | 10.0 | 7.7
CCCCC[C@H]1CN(Cc2ccccc2)C(=O)[C@@H]1CC(=O)NCc1ccccc1 | 99.0 | -3.7 | -1.9 | 21.5 | 6.6 | -7.5 | 8.7 | -8.0 | 0.0
CC(C)(C)c1cc(NCc2ccccn2)n2ncc(-c3ccccc3)c2n1 | 112.0 | -2.5 | -2.0 | -18.0 | 3.5 | -4.1 | 0.1 | 2.0 | 0.0
Cc1cc(=O)[nH]c(SCC(=O)Nc2ccc(F)cc2)c1C#N | 95.0 | -2.5 | 4.2 | -4.3 | 3.6 | -9.3 | -9.0 | -11.0 | 5.0
COc1ccc(CN(C)C(=O)CCl)cc1 | 96.0 | -1.7 | / | -7.5 | -12.7 | / | -15.6 | -11.0 | /
O=C(Cc1c(F)cccc1Cl)N1CCN(C(=O)c2ccco2)CC1 | 99.0 | -2.3 | -0.1 | 0.4 | -1.5 | 4.9 | 7.7 | 2.0 | 0.3
Cc1ccc(SCC(=O)NC(=O)c2ccccc2Br)c(C)c1 | / | 2.6 | -0.9 | / | / | -4.5 | / | / | -0.6
c1csc(-c2nc3c4ccccc4c4ccccc4c3[nH]2)c1 | 116.0 | -5.0 | -1.2 | 3.0 | -13.8 | -12.9 | -67.6 | 8.0 | -0.1
O=C(/C=C/c1ccccc1[N+](=O)[O-])c1ccccc1Br | 101.0 | 1.8 | -1.9 | -0.6 | 14.5 | 3.1 | 2.8 | 0.0 | -1.7
